Assay outcomes: PubChem BioAssay, several laboratories
ARFGAP1 inh: rat ARFGAP1 inhibition. Arfgap1-stimulated ARF1 GTP hydrolysis, GDP FP detection. inhibition, % at 16.5 µM. hit rate 0.26% among 360,000. AID 651572;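 active = inhibition above a per-plate limit, mean inhibition of low control wells plus 3 SD, cut at about 25% in these data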;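 also: 0% = DMSO wells with enzyme and 100% = wells lacking Arfgap1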
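Assay system: purified rat His6-Arfgap1 residues 1-136 (GAP domain); Reagent: human Δ17 ARF1 bound to GTP; Dosing: 16.5 µM single point, 1.26% DMSO; Times: GTP hydrolysis reaction 2 h at 25 °C; Signal: FP, GDP Alexa 633 tracer displaced from anti-GDP antibody, 620/688 nm; Measure: % inhibition from polarization.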
sPLA2-III inh: Blocks human group III sPLA2 activity | QFRET BODIPY PC-A2 liposome hydrolysis, fluorescence | inhibition, % at 12.2 µM | hit rate 0.56% among 370,000 | AID 743126;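 active = inhibition above mean plus 3 SD of compounds lying within the high and low control bounds, cut at about 19% in these data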;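 also: 0% = median of test compound wells and 100% = no enzyme DMSO wells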
ADAM10 inh: inhibitors of human ADAM10 | O14672 | recombinant ADAM10, EDANS/DABCYL FRET peptide cleavage, 3 h | inhibition, % at 7 µM | hit rate 0.62% among 370,000 | AID 720582;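 active = inhibition above a per-campaign cutoff equal to the mean of compounds falling between control-based bounds plus 3 SD, cut at about 20% in these data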;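 also: 0% = DMSO wells while the 100% control is not disclosed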
Target sequence (O14672 214-748 limits assumed): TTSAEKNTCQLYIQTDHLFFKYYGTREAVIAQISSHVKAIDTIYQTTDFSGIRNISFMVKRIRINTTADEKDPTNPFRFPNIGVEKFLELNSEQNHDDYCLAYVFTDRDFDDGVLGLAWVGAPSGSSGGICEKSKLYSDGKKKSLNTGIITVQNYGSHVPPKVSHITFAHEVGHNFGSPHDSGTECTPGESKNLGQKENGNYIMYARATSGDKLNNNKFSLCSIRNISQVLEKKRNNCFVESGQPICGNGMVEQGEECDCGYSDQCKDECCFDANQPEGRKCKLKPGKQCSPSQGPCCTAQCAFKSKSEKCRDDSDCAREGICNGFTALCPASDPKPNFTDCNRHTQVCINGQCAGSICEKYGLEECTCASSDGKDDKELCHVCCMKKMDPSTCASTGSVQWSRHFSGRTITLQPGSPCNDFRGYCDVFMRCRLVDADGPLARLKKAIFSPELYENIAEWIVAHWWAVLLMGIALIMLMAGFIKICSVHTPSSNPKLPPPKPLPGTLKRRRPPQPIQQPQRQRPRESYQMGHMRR
NPR2 activator: GC-B (human) receptor activation; P20594; HEK293-GC-B cells, CNP EC30, cGMP TR-FRET; 0% at EC30 CNP, 100% saturating CNP; activation, % at 10 µM; hit rate 0.11% among 370,000; AID 1920062;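 active = activation at 10 µM reaching about 35% in either raw or pattern-adjusted values, limit read from the data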
KLK7 zymogen act: activators of human kallikrein-7 zymogen | P49862 | purified proKLK7, EDANS-DABCYL substrate fluorescence; 100% is mature enzyme control, 0% vehicle | activation, % at 7 µM | hit rate 0.9% among 370,000;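 active = activation above the mean of all tested compounds plus 3 SD, computed per campaign excluding outliers beyond control limits, cut at about 13% in these data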
ASAP1 GAP inh: ASAP1 ArfGAP inhibition | hit rate 0.19% among 360,000 | ASAP1-stimulated ARF1 GTP hydrolysis, GDP FP detection | inhibition, % at 16.5 µM; in the data active = inhibition above about 25%;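 also: 0% = vehicle with enzyme and substrate and 100% = no enzyme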
DDE Tn6 FP inh: disrupts Tn6 cyclic peptide binding to fibrin D-Dimer-E complex. hit rate 0.21% among 370,000. inhibition, % at 8.3 µM. Fibrin DD(E) TRITC-Tn6 fluorescence polarization displacement. P02675. AID 720509;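 active = inhibition above a per-campaign cutoff: mean of compounds within control limits plus 3 SD, cut at about 15% in these data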;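 also: 0% = median of all compound wells on the plate and 100% = blocking peptide control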
Target sequence (P02675 whole entry, looked up): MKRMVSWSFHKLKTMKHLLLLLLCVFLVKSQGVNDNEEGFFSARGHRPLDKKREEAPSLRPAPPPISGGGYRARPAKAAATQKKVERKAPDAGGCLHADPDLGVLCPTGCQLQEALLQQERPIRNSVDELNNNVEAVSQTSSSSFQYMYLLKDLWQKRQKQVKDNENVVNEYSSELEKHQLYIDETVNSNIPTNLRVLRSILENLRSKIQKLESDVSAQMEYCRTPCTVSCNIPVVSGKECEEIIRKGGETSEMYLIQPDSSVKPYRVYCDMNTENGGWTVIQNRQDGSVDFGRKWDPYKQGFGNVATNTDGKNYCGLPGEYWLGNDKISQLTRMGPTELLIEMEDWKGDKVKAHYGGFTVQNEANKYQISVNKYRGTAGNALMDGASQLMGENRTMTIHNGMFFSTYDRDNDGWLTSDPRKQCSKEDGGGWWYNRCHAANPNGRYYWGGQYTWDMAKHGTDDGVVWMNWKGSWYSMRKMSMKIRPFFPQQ
rCAG binder: binds r(CAG) RNA repeats; r(CAG) RNA repeat, TO-PRO-1 dye displacement fluorescence; inhibition, % at 3 µM; hit rate 1.3% among 370,000; AID 651821;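 active = inhibition above the plate cutoff, the mean of all test compounds on that plate plus 3 SD, cut at about 35% in these data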;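 also: 0% = DMSO alone and 100% = 100 µM mitoxantrone as full dye displacement; higher means more dye released from RNA so lower well fluorescence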
FXN GAA850 act: increases GAA850 frataxin promoter reporter activity; activation, % at 6 µM; hit rate 0.56% among 360,000; HEK293 lucGAA850 FXN promoter luciferase reporter, 24 h; percent of 10 µM SAHA response;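 active = activation above the average of all compounds screened plus 3 SD, cutoff fixed separately per campaign, cut at about 7.5% in these data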;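 also: 0% = DMSO wells and 100% = 10 µM SAHA wells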
NPR1 activator: GC-A (human) enzyme activation; hit rate 0.14% among 370,000; activation, % at 10 µM; P16066; HEK293 GC-A cells, cGMP TR-FRET, EC30 ANP; 0% at EC30 ANP, 100% saturating ANP; in the data active = activation above about 40%
Starred values were filed as active, the others as inactive; nt = no result given. The order is random. About 4.5% of those tested had a hit in this group.

SMILES	ARFGAP1 inh	sPLA2-III inh	ADAM10 inh	NPR2 activator	KLK7 zymogen act	ASAP1 GAP inh	DDE Tn6 FP inh	rCAG binder	FXN GAA850 act	NPR1 activator
Cc1ccc(-c2csc3nnc(SCC(=O)NCc4ccc5c(c4)OCO5)n23)cc1	-12.1	-0.3	-1.5	-8.3	0.8	-0.5	1.8	-2.5	-1.9	-13.9
CCOC(=O)CNC(=O)c1cnn2cccnc12	0.2	0.7	-72.5	3.9	1.8	7.4	10.3	4.8	0.8	5.0
Cc1cccc(C)c1NC(=O)Nc1ccc(S(N)(=O)=O)cc1	4.8	-2.8	-2.7	4.8	-0.1	-15.0	-3.5	1.8	2.2	3.2
COc1ccc(NS(=O)(=O)c2ccc(C)c(C(=O)NCCCN3CCCC3=O)c2)cc1	5.7	7.2	-4.4	-1.6	0.5	0.2	-0.3	7.8	0.3	0.4
O=C(Cn1nnc(-c2cccc(C(F)(F)F)c2)n1)N1CCCCCC1	17.4	-1.2	6.2	-5.5	0.1	-19.2	-11.9	-7.4	-1.3	3.9
O=S(=O)(/N=C(/c1ccc(F)cc1)N1CCCCC1)c1ccc(Cl)cc1	5.5	-6.9	3.1	-0.9	-0.5	-5.0	-6.3	-5.9	-0.1	-2.3
C=CCNC(=O)[C@H]1N2C(=O)c3ccccc3C2SC1(C)C (stereo partly drawn)	-0.5	3.4	-4.7	-1.1	0.0	3.6	5.9	3.8	2.0	4.7
COc1ccc(N=C2SC(C(=O)N3CCN(c4ccccc4)CC3)CC(=O)N2C)cc1 (stereo not drawn)	-8.6	-7.5	1.4	-3.3	0.5	3.9	4.6	-0.2	2.6	-2.0
CCOC(=O)c1ccc(NC(=O)CSc2nnc(CC)o2)cc1	-7.8	-0.6	-1.5	9.7	0.3	-7.0	1.9	-5.3	-1.8	2.8
N#Cc1ccc(OCC(O)CN2CCN(CC(O)COc3ccc(C#N)cc3)CC2)cc1 (stereo not drawn)	1.1	3.4	-13.4	-6.6	-0.4	5.2	-0.5	-3.2	1.2	1.5
COc1ccc(-c2coc(CCC(=O)N3CCN(c4cc(C)ccc4C)CC3)n2)cc1	-8.1	-0.4	-3.4	5.6	0.7	2.7	-2.6	5.8	0.1	-0.8
CCC(C)[C@H](NS(=O)(=O)c1ccc(C)cc1)C(=O)N1CCC(C(=O)N[C@H](C(=O)O)c2ccccc2)CC1 (stereo partly drawn)	15.0	-1.3	-4.6	-0.1	-0.1	7.4	-2.0	9.1	0.2	-2.7

The list goes on (2 carried over from the part before).
SMILES	ARFGAP1 inh	sPLA2-III inh	ADAM10 inh	NPR2 activator	KLK7 zymogen act	ASAP1 GAP inh	DDE Tn6 FP inh	rCAG binder	FXN GAA850 act	NPR1 activator
COc1ccc(-c2coc(CCC(=O)N3CCN(c4cc(C)ccc4C)CC3)n2)cc1	-8.1	-0.4	-3.4	5.6	0.7	2.7	-2.6	5.8	0.1	-0.8
CCC(C)[C@H](NS(=O)(=O)c1ccc(C)cc1)C(=O)N1CCC(C(=O)N[C@H](C(=O)O)c2ccccc2)CC1 (stereo partly drawn)	15.0	-1.3	-4.6	-0.1	-0.1	7.4	-2.0	9.1	0.2	-2.7
COc1ccc(OCc2nnc(SCC(=O)Nc3ccccc3C#N)o2)cc1	-2.4	4.0	-13.2	-1.1	-0.5	5.2	-8.4	0.1	0.2	-5.2
C=CCn1c(SCC(=O)N(CC)C2CCS(=O)(=O)C2)nc2cc(C(=O)O)ccc2c1=O (stereo not drawn)	-4.3	0.3	-23.3	0.6	0.7	7.8	3.5	2.7	2.4	1.5
COc1cccc(CNC(=O)[C@@H]2CCCN2C(=O)[C@@H]2CCCN2C(=O)c2cccc(OC)c2)c1	-11.6	1.4	-3.9	-0.2	0.1	6.2	3.3	-0.6	nt	1.2
c1ccc(-c2nnc3oc(-c4cccs4)nn23)cc1	8.1	-1.2	-6.0	-1.2	0.2	2.6	1.2	2.0	-7.5	-1.2
CCCn1cnc2c(N)c(C)c(C)cc21	-5.2	4.4	1.1	-2.9	-0.2	2.6	11.8	-1.1	0.6	-0.4
CCc1ccc(N2CC(C(=O)Nc3ccccc3F)CC2=O)cc1 (stereo not drawn)	0.1	-9.3	0.9	1.0	0.0	10.3	-2.6	-4.3	-0.7	-1.4
Cc1cnc(C2OCCO2)c2cccc(N)c12	4.3	3.7	-47.6	-1.8	1.4	-3.1	-2.8	7.2	3.1	-0.8
O=S(=O)(Nc1c(O)ccc2ccccc12)c1ccc(F)cc1	-7.8	-22.9	-9.0	-4.0	-0.2	10.1	10.0	14.2	-0.2	-2.5
O=C(NNc1c(F)c(F)cc(F)c1F)C1CCN(S(=O)(=O)c2ccccc2F)CC1	-14.2	-3.2	-15.0	3.5	0.4	0.8	5.0	3.6	-1.6	0.9
COc1ccc(C(=O)CSc2n[nH]c(N)n2)cc1	-7.4	-5.7	3.2	7.3	-0.1	10.2	-1.4	4.9	2.1	-0.9
O=C1C2C3C=CC(C3)C2C(=O)N1CCc1ccccc1 (stereo not drawn)	-3.9	1.8	2.6	2.3	-0.4	-7.4	-0.5	-2.5	1.4	-1.1
CCOC(=O)C1=C(COC(=O)/C=C/c2cccc(OC)c2)NC(=O)NC1C (stereo not drawn)	-8.0	-4.5	-114.0	5.4	-3.7	0.3	12.8	-8.3	3.8	-0.3
O=C(CCCCCNC(=O)N1CCn2c1nc1ccccc12)NCc1ccc(Cl)cc1	4.5	-0.9	-7.4	-14.0	0.5	11.5	1.2	-5.8	-0.5	-15.7
CC[C@@H]1CCCCc2ccccc2[C@@H](C(=O)C[C@H](O)CC(C)=O)OC1=O	-6.5	3.9	-4.9	-9.0	0.2	13.2	1.0	2.4	0.1	-4.9
CCCCc1cc(-c2n[nH]c(=S)o2)c2ccccc2n1	-0.7	8.1	-2.0	7.5	0.3	7.2	-1.2	28.9	2.3	2.3
CN(Cc1cccs1)C(=O)CCNS(=O)(=O)c1ccc(Br)cc1	-0.3	-6.4	-3.4	3.5	-0.1	16.6	4.0	-0.5	-0.6	-2.1
O=C(O)/C=C/c1ccc(OCc2cccc(F)c2)cc1	-9.4	-1.9	-0.2	2.2	-0.1	-4.2	1.4	0.9	-1.5	3.3
CN(C)/C=C/C(=O)c1cnc2n(c1=O)CCS2	6.4	-5.2	3.2	0.8	-0.2	0.7	-0.6	0.9	0.2	1.4
Cc1ccn2c(=O)nc(SCC(=O)N3CCN(c4ccccc4)CC3)nc2c1	12.9	-1.9	-1.2	2.9	0.8	3.8	-8.6	2.4	0.5	2.8
Cc1nn(Cc2ccc([N+](=O)[O-])cc2)c(=O)n1-c1ccccc1	1.1	-2.7	1.6	5.2	-0.4	-4.7	4.7	-2.5	-1.9	3.1
CC(Oc1ccc2c(-c3ccccc3)cc(=O)oc2c1)C(=O)NCC(O)c1ccccc1 (stereo not drawn)	11.5	-4.3	-20.2	-9.3	0.1	1.9	-3.0	-3.3	-0.4	-2.8
CC(=O)NCCc1nc2ccccc2n1CCOc1ccc(C)cc1	15.7	1.4	7.9	-0.4	-0.2	4.4	3.4	-5.0	1.2	3.2
Cc1cc(NC(=O)CN2CCC(C)CC2)no1	9.8	0.0	-1.0	-3.2	-0.3	3.9	1.6	4.3	1.3	0.4
CN(C)CCNC(=O)c1cccc(S(=O)(=O)Nc2ccccc2F)c1	16.0	9.2	-3.6	4.1	0.3	5.3	-7.4	0.6	-1.3	1.4
COc1cc(OC)c(C2C(C#N)=C(N)OC3=C2C(=O)CC(C)(C)C3)cc1OC (stereo not drawn)	11.9	9.8	-13.6	-0.7	0.7	10.9	-9.0	3.1	1.0	-0.2
O=C(O)C1CCCN1c1nc(-c2ccc(Cl)c(Cl)c2)cc(C(F)(F)F)n1 (stereo not drawn)	-7.2	-11.2	-9.5	-5.0	0.3	-6.0	1.8	43.6*	-3.5	-1.7
Cc1ccc(-c2ccc(S(=O)(=O)NCC3CCCO3)cc2)cc1 (stereo not drawn)	-3.2	-13.0	5.7	-0.7	-0.3	10.9	4.0	-6.0	-2.0	6.2
O=C(COC(=O)c1cc2c(s1)CCCC2)NCc1ccccc1Cl	-2.6	-1.6	5.3	2.9	0.0	5.3	-2.6	-1.8	0.9	-2.5
CC(C)Nc1nc(NC(C)C)nc(Oc2ccc(OCc3ccccc3)nn2)n1	-2.1	-2.5	6.0	7.6	-0.1	-5.0	1.2	-8.9	-0.5	4.6
CCC(CC)=NNC(=O)c1ccccc1OCc1ccc(F)cc1	7.9	-6.3	-0.3	-2.6	0.1	0.3	-3.9	2.2	-0.1	-3.6
Cc1ccc2c(CN3CCN(CCO)CC3)cc(=O)oc2c1	0.7	5.5	-0.5	2.9	0.0	-3.8	-3.2	-0.5	0.2	2.1
COC(=O)CC/C(O)=C1\C(=O)CC(C)(C)CC1=NCc1nc2ccccc2[nH]1	-14.4	-3.0	-1.9	-2.6	0.1	3.4	3.2	-2.1	-0.5	-3.1
CCOc1ccc(S(=O)(=O)N2CCN(CN3C(=O)CC4(CCCC4)C3=O)CC2)cc1	3.7	-3.2	4.8	9.4	-0.3	-4.7	3.4	-0.3	0.3	-1.0
COc1ccc2nc(/N=C/c3cccc(OC)c3O)sc2c1	-4.3	4.0	-11.3	5.8	-0.7	11.4	-1.3	-0.7	3.6	-0.7
O=C(Nc1ccc(F)cc1)C(c1ccnc2ccccc12)N1CCN(c2cccc(C(F)(F)F)n2)CC1 (stereo not drawn)	-1.2	-13.0	-79.4	-1.3	0.1	4.7	3.1	8.3	nt	-2.5
Cc1ccc(S(=O)(=O)NC(=NCc2ccccc2)c2ccc(F)cc2)cc1	-2.7	-3.6	7.3	5.2	0.0	-12.8	1.0	-4.2	-3.8	-1.7
CCCNC(=O)C1(C)CCCN(Cc2ccc(C(F)(F)F)cc2)C1 (stereo not drawn)	1.8	0.6	-0.7	3.5	-0.1	-9.7	4.9	-1.2	0.5	0.8
COC(=O)c1ccc2c(=O)n(Cc3ccco3)c(SCC(=O)Nc3ccc(C)c(Cl)c3)nc2c1	-7.7	7.1	-8.0	3.1	-0.1	-9.9	-1.1	3.5	-0.5	2.7
CSc1ccccc1C(=O)Nc1ccccc1C(=O)NC(C)C	-4.9	-2.8	3.1	0.3	0.1	4.4	9.6	-5.8	-0.7	3.0
O=c1nc(-c2ccccc2)cn[nH]1	-13.4	-1.8	10.0	4.6	-0.4	4.6	13.3	3.9	-1.2	0.6
O=C(OCCOc1cccc(Cl)c1)c1cc(S(=O)(=O)N2CCOCC2)ccc1F	-2.5	-11.6	6.2	9.2	0.3	7.0	-5.1	-3.6	0.3	4.2
COc1ccc(/C=N/NC(=O)C2(C)NC(C)(C)Cc3ccccc32)cc1 (stereo not drawn)	6.5	-0.9	2.6	3.5	-0.2	4.5	2.3	-7.2	-2.0	-5.0
Cc1ccc(S(=O)(=O)NCC(=O)N(CC(=O)NCc2ccc(F)cc2)CC2CCCO2)cc1 (stereo not drawn)	-4.6	-1.7	-8.9	1.8	-0.4	5.9	-0.7	-4.8	-1.7	0.7
Nc1nc(-c2ccco2)nn1C(=O)c1ccc(F)cc1	6.5	2.8	-1.4	-1.0	0.0	8.3	-0.8	-1.1	0.4	6.5
COC(=O)c1ccc(Cn2nnc3ccccc3c2=O)o1	4.1	-4.2	7.0	3.2	0.4	2.5	2.8	2.6	6.2	1.4
